b-catenin transl: modulators of beta-catenin nuclear translocation; 0.3% of 190,000 active; AID 1665; HeLa beta-catenin nuclear translocation, immunofluorescence imaging; nuclear translocation activity, % at 5 µM;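 active = nuclear translocation activity above 50% at 5 µM, with a well cell count of 50 or more; inconclusive = wells under 50 cells across six images, flagged as toxic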;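 also: per-cell ratio of nuclear to cytoplasmic median beta-catenin stain intensity; plate controls were DMSO negative control for no effect and GSK-3 inhibitor IX positive control for full effect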
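Test system: human HeLa cell line; Doses: 5 µM primary, 0.02–20 µM confirmation; Incubation: 24 h compound exposure, 37°C; Detection: beta-catenin immunofluorescence imaging with DAPI; Read-out: beta-catenin nuclear/cytoplasmic ratio, % activation.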
PhoP inhibition: inhibitors of PhoP regulon expression, primary screen, Salmonella Typhimurium, GFP reporter (AID 1863). S. Typhimurium PhoP-regulated promoter GFP reporter, 4 h; higher % means a stronger effect. inhibition, % at 50 µM; hits with a dose series show IC50 in µM. 0.16% of 300,000 active;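 active = inhibition over 29.93%, a cutoff 3 SD above the screen mean, later confirmed by dose response; inconclusive = inhibition over 29.93% but no dose response follow-up; inactive = inhibition at most 29.93% or unconfirmed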;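 also: 0% = low Mg2+ inducing control and 100% = high Mg2+ repressing control; strong numbers were not always called active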
Rac1 GTP hydrolysis: MgcRacGAP GTPase-activating activity inhibitors, confirmation, biochemical, ADP Hunter fluorescence | inhibition, % at 30 µM, or IC50 in µM where a hit was titrated | 0.6% of 340,000 active | MgcRacGAP-stimulated Rac1 GTP hydrolysis, ADP Hunter fluorescence; higher % means a stronger effect; GST-tagged Rac1 F28L mutant substrate | AID 624330;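 active = first-screen hits whose inhibition reached a set limit at any dose in the follow-up dose series; inconclusive = inhibition above the set first-screen limit but never retested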;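 also: fluorescence reports GDP produced by GAP-driven GTP hydrolysis; strong numbers were not always called active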
Large T inhibition: SV40 large T antigen inhibitors, biochemical (AID 1903); SV40 large T antigen ATPase/helicase inhibition assay; higher % means a stronger effect; inhibition, % at 20 µM; hits with a dose series show IC50 in µM; 0.39% of 310,000 active; in the data active = a potency from the dose series; inconclusive = inhibition mostly from about 32% at the one dose, without a potency; inactive = the rest, 99 in 100 with inhibition below about 32%; also: strong numbers were not always called active
Myeloid diff 2: promotes myeloid progenitor differentiation. ER-HoxA9 myeloid progenitors, lysozyme-GFP differentiation, flow cytometry. calls only at 10 µM. 1% of 360,000 active;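 active = normalized GFP-positive differentiation at or above the plate's own cutoff, the solvent-only control mean plus 3 SD; inconclusive = no clear call, values can overlap the other calls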;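 also: cells exposed to compound for four days before flow analysis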
RSV CPE inhibition: inhibition of RSV-induced cytopathic effect – HEp-2 cells, primary 10 µM value included (AID 2391). 0.13% of 310,000 active. HEp-2 cells, RSV-induced CPE inhibition; higher % means a stronger effect. CPE inhibition, % at 10 µM, or IC50 in µM where a hit was titrated; in the data active = a potency from the dose series; inconclusive = CPE inhibition mostly from about 23% at the one dose, without a potency; inactive = the rest, 99 in 100 with CPE inhibition below about 21%; also: strong numbers were not always called active
West Nile virus CPE: West Nile virus antiviral activity, cell-based, CPE readout (AID 1621); 0.02% of 290,000 active; CPE inhibition, % at 10 µM, or IC50 in µM where a hit was titrated; West Nile virus-infected cells, CPE inhibition; higher % means a stronger effect; in the data active = a potency from the dose series; inconclusive = CPE inhibition mostly from about 3.7% at the one dose, without a potency; inactive = the rest, 99 in 100 with CPE inhibition below about 2.2%; also: strong numbers were not always called active
T cell HTS: T cell immune modulators affecting CD8 T cell-vesicle binding; 2C CD8+ T cell-vesicle binding, flow cytometry; active compounds read low; calls only at 7 µM; 0.068% of 330,000 active; AID 2052;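 active = response, share of CD8 T cells binding vesicles, and their 90th percentile fluorescence all below set limits, cut at about 80% in these data, passing the limit was not always enough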
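Assay system – 2C mouse CD8+ T cells · Also added – QL9-loaded Drosophila micro-vesicles · Timing – Cell–vesicle co-incubation 1.5 h at 37 °C, staining 20 min on ice · Signal – flow cytometry of vesicle-bound cells · Measure – percent CD8+ FL2 mean versus row control · Controls – Peptide-free naked vesicles (low) and QL9 vesicles with 0.7% DMSO vehicle (high)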
WT yeast gro inh: growth inhibition of WT yeast, mitochondrial fusion screen | mitochondrial fusion phenotypic screen, WT strain | inhibition, % at 10 µM | 2.1% of 190,000 active | AID 1362; in the data active = inhibition above about 58%; tested in S. cerevisiae
WT yeast gro inh mutant strain: further read-out of WT yeast gro inh, marked with its call; inhibition, %; mitochondrial fusion phenotypic screen, mutant strain inhibition
b-catenin transl cell count 5 µM: further read-out of b-catenin transl, marked with its call; cell count; measured here: cell count, cytotoxicity flag
T cell HTS vesicle-bound %: recorded beside T cell HTS, whose call it bears; double positive events, %; measured here: CD8+ vesicle-bound cell fraction;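 binding gate set so that unloaded-vesicle control wells show 10% double positive cells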
Myeloid diff 2 GFP+ MAC1+ %: second read-out of Myeloid diff 2, no call of its own (marks repeat the call); GFP+ MAC1+ double positive, %; measured here: differentiation confirmed by MAC1 staining
* = called active by the depositor; i = inactive; u = inconclusive; x = no result given.

The opening 3 records, to show the layout:
SMILES	b-catenin transl	b-catenin transl cell count 5 µM	PhoP inhibition	Rac1 GTP hydrolysis	Large T inhibition	Myeloid diff 2	Myeloid diff 2 GFP+ MAC1+ %	RSV CPE inhibition	West Nile virus CPE	T cell HTS	T cell HTS vesicle-bound %	WT yeast gro inh	WT yeast gro inh mutant strain
COc1ccc(CCC(=O)N/N=C/c2ccc3c(c2)OCO3)cc1	x	x	x	4%	12%	i	0.2	0.3%	x	i	58	x	x
O=C(Nc1cccc(S(=O)(=O)N2CCCCC2)c1)c1ccc(N2CCCC2=O)cc1	x	x	x	3%	x	i	0.6	1.2%	x	i	40	x	x
CCCCN1CC[C@H]2C=CC[C@@H](C(=O)Nc3ccc(OC)cc3)[C@H]2C1=O	x	x	x	5%	17%	i	1.7	1.7%	-0.4%	i	37	x	x

All compounds of this part, from the start:
SMILES	b-catenin transl	b-catenin transl cell count 5 µM	PhoP inhibition	Rac1 GTP hydrolysis	Large T inhibition	Myeloid diff 2	Myeloid diff 2 GFP+ MAC1+ %	RSV CPE inhibition	West Nile virus CPE	T cell HTS	T cell HTS vesicle-bound %	WT yeast gro inh	WT yeast gro inh mutant strain
COc1ccc(CCC(=O)N/N=C/c2ccc3c(c2)OCO3)cc1	x	x	x	4%	12%	i	0.2	0.3%	x	i	58	x	x
O=C(Nc1cccc(S(=O)(=O)N2CCCCC2)c1)c1ccc(N2CCCC2=O)cc1	x	x	x	3%	x	i	0.6	1.2%	x	i	40	x	x
CCCCN1CC[C@H]2C=CC[C@@H](C(=O)Nc3ccc(OC)cc3)[C@H]2C1=O	x	x	x	5%	17%	i	1.7	1.7%	-0.4%	i	37	x	x
CCCCc1cc(=O)oc2cc(OCC(=O)N3CCc4ccccc43)ccc12	-2.4	1261	-3%	4%	6%	i	0.6	4.6%	0.1%	i	32	-10	-7
c1ccc2c(c1)Cn1nnnc1-2	-3.6	839	-6%	2%	9%	i	9.8	0.4%	-0.5%	i	28	1	-3
COC(=O)c1c(-c2cccs2)csc1NC(=O)CN1CCOCC1	-0.4	1130	-4%	11%	16%	i	0.3	1.6%	1.8%	i	24	8	13
Cc1ccc(CNC(=O)CCS(=O)(=O)c2cc(Br)cc3c2N(C(=O)C2CC2)CC3)o1	-3.2	1136	-9%	-9%	21%	i	1.0	3.1%	-0.1%	i	40	47	44
Cn1c(SCC(=O)NCc2ccc(F)cc2)ncc(C(=O)Nc2ccccc2)c1=O	x	x	8%	-9%	16%	i	0.5	-0.7%	x	i	9	x	x
CSC1=NC(C)(C)C=C(/C=C/c2c(Cl)cccc2Cl)N1	2.8	1013	2%	4%	2%	i	0.9	11%	x	i	8	42	24
Cc1ccccc1CN1CCN(CC(=O)NCCCN2CCN(c3ccc(F)cc3)CC2)C1=O	0.1	1307	7%	10%	24%	i	0.5	-2.0%	-0.3%	i	3	2	7
CCn1nc(C)cc1C(=O)N1CCCC(Nc2ccc(F)c(F)c2)C1 (centres undefined)	x	x	-5%	7%	11%	i	0.3	0.9%	-0.4%	i	68	x	x
Nn1c(SCc2ccccc2)nnc1-c1ccccn1	0.5	1292	11%	4%	12%	i	0.5	0.2%	-0.4%	i	57	12	2
CC(C)c1ccc(CNC(=O)C(=O)Nc2nccs2)cc1	1.4	1076	-9%	6%	0%	i	0.7	0.4%	1.4%	i	39	8	14
CCOCCCn1c(=S)[nH]c2cc(C(=O)NCCCN(CC)CC)ccc2c1=O	0.2	1085	-11%	6%	11%	i	0.4	-2.9%	0.5%	i	26	5	13
CCOc1c(C)cnc2c1c(=O)n(Cc1ccccc1F)c(=O)n2C	x	x	10%	11%	2%	i	0.5	1.2%	0.5%	i	24	x	x
COc1ccccc1C1=NC(c2ccc(F)cc2)N=C1C (centres undefined)	1.0	847	-5%	2%	21%	i	0.0	-2.5%	-0.7%	i	51	29	26
CC1=NNC(=O)C1CC(=O)N/N=C/c1sccc1C (centres undefined)	0.7	1343	0%	x	15%	i	0.1	x	1.1%	i	52	x	x
COc1ccc(-c2cn[nH]c2N)cc1OC	x	x	5%	24%	21%	i	0.7	-0.4%	1.2%	i	4	-11	-12
Cc1ccc(Cl)cc1NC(=O)COC(=O)CC1CCCCC1	x	x	x	6%	x	i	0.6	0.2%	x	i	39	x	x
COc1ccc(C(=O)Nc2cccc(OC)c2)cc1	0.3	1156	-5%	3%	8%	i	6.4	2.5%	-1.0%	i	7	13	16
Cc1ccc(C)c(NC(=S)NCC(c2cccnc2)N2CCOCC2)c1 (centres undefined)	1.2	1125	-13%	-6%	18%	i	1.0	1.8%	-0.3%	i	40	-5	-3
COc1ccc(S(=O)(=O)NC2CC(C)(C)NC(C)(C)C2)cc1C(C)C	1.2	1203	-6%	15%	8%	i	0.1	-1.0%	0.3%	i	24	x	x
COc1ccc(-c2nc(CCl)cs2)cc1OC	7.0	877	-10%	2%	7%	i	1.1	u	0.2%	i	16	3	7
CCn1cc(C(=O)O)c(=O)c2cnc(N3CCN(C(=S)Nc4ccc(F)cc4)CC3)nc21	-0.7	1374	-3%	x	2%	x	x	-3.5%	0.6%	i	39	x	x
COC(=O)[C@@H](NC(=O)/C=C/c1ccc(OC)cc1)C(C)C	-0.6	1101	1%	5%	11%	i	0.3	-1.3%	-0.1%	i	16	-6	6

Part of the list above, in markdown.
| smiles | b-catenin transl | b-catenin transl cell count 5 µM | PhoP inhibition | Rac1 GTP hydrolysis | Large T inhibition | Myeloid diff 2 | Myeloid diff 2 GFP+ MAC1+ % | RSV CPE inhibition | West Nile virus CPE | T cell HTS | T cell HTS vesicle-bound % | WT yeast gro inh | WT yeast gro inh mutant strain |
| --- | --- | --- | --- | --- | --- | --- | --- | --- | --- | --- | --- | --- | --- |
| Cc1ccc(CNC(=O)CCS(=O)(=O)c2cc(Br)cc3c2N(C(=O)C2CC2)CC3)o1 | -3.2 | 1136 | -9% | -9% | 21% | i | 1.0 | 3.1% | -0.1% | i | 40 | 47 | 44 |
| Cn1c(SCC(=O)NCc2ccc(F)cc2)ncc(C(=O)Nc2ccccc2)c1=O | x | x | 8% | -9% | 16% | i | 0.5 | -0.7% | x | i | 9 | x | x |
| CSC1=NC(C)(C)C=C(/C=C/c2c(Cl)cccc2Cl)N1 | 2.8 | 1013 | 2% | 4% | 2% | i | 0.9 | 11% | x | i | 8 | 42 | 24 |
| Cc1ccccc1CN1CCN(CC(=O)NCCCN2CCN(c3ccc(F)cc3)CC2)C1=O | 0.1 | 1307 | 7% | 10% | 24% | i | 0.5 | -2.0% | -0.3% | i | 3 | 2 | 7 |

Other records follow.
SMILES	b-catenin transl	b-catenin transl cell count 5 µM	PhoP inhibition	Rac1 GTP hydrolysis	Large T inhibition	Myeloid diff 2	Myeloid diff 2 GFP+ MAC1+ %	RSV CPE inhibition	West Nile virus CPE	T cell HTS	T cell HTS vesicle-bound %	WT yeast gro inh	WT yeast gro inh mutant strain
CCC(C)(C)c1nnc(NC(=O)C2CCN(C(=O)c3ccco3)CC2)s1	x	x	3%	16%	10%	i	4.0	2.3%	-0.2%	i	27	x	x
COc1ccc(-n2ncc3c(NCc4ccc5c(c4)OCO5)ncnc32)cc1	0.0	1079	-1%	8%	11%	i	1.1	1.7%	0.0%	i	22	20	11
COc1cccc(N(CC(=O)Nc2cccc(N(C)S(C)(=O)=O)c2)S(C)(=O)=O)c1	x	x	7%	5%	15%	i	2.0	0.5%	0.8%	i	34	-6	2
COc1ccc(OC)c(C2=NOC(C(=O)NCc3ccco3)C2)c1 (centres undefined)	x	x	-2%	8%	15%	i	0.2	1.2%	0.0%	i	42	0	-7
CC(C(=O)NC(c1ccccc1)c1ccccc1)N1CCOCC1 (centres undefined)	x	x	3%	4%	7%	i	1.5	1.5%	-0.4%	i	28	x	x
CCCCC#Cc1ccccc1CC(=O)Nc1ccccc1	-1.3	528	5%	9%	10%	i	2.9	0.1%	-0.8%	i	24	-3	-9
Cc1cc(C)nc(NC(=O)c2cccc(Cl)c2)n1	-1.3	1158	1%	5%	-8%	i	1.4	1.0%	-0.8%	i	48	-14	2
Cc1ccccc1CCN(C(=O)c1csnn1)C(C(=O)NC1CCCC1)c1ccncc1 (centres undefined)	x	x	5%	2%	-1%	i	1.0	0.2%	-0.6%	i	39	x	x
Cc1ccc(O)c(C(=O)c2cnn(-c3ccc(S(=O)(=O)N4CCOCC4)cc3[N+](=O)[O-])c2)c1	-0.2	962	1%	2%	1%	i	0.4	1.5%	-1.1%	i	5	-5	-17
Cc1ccc(OCC(=O)NCCCNC(=O)c2ccccn2)cc1C	x	x	-2%	5%	7%	i	2.5	0.4%	-0.8%	i	46	x	x
Cc1cc(C)cc(NC(=O)C(OC(=O)c2cccs2)c2ccccc2)c1 (centres undefined)	-2.9	1107	-16%	10%	2%	i	1.5	2.3%	-0.8%	i	35	11	13
CCc1cccc(C)c1NS(=O)(=O)c1cc(Br)cnc1N	x	x	-1%	8%	4%	i	1.5	5.1%	-0.2%	i	29	x	x
CN1C(=O)NC(NC(=O)c2ccncc2)(C(F)(F)F)C1=O (centres undefined)	-1.0	1104	-4%	6%	0%	i	1.6	0.0%	-0.4%	i	28	15	15
COc1ccc(S(=O)(=O)N2c3ccccc3OCC2C(C)(C)C)cc1 (centres undefined)	8.8	842	-4%	-1%	-2%	i	0.2	3.4%	x	i	62	77*	-2.8*
CCc1c(O)nc(SCC(=O)Nc2ccccc2OC)[nH]c1=O	-2.8	1104	-4%	10%	-6%	i	6.5	1.1%	-0.6%	i	59	-7	-3
O=C(CNC(=O)c1ccc(Cl)cc1)OCn1nnc2ccccc2c1=O	x	x	x	-1%	x	i	0.4	1.2%	x	i	36	x	x
O=C(CCC(=O)N1CCN(c2ccc(F)cc2)CC1)N1CCN(c2ccc(F)cc2)CC1	x	x	-6%	0%	12%	i	0.7	11%	-1.7%	i	59	x	x
COc1ccc(CNC(=O)COC(=O)/C=C/c2cccc(Br)c2)cc1OC	-0.6	1266	-7%	1%	8%	i	0.8	1.2%	-0.5%	i	38	-3	21
